Source: PubChem BioAssay (several laboratories)
MEX-5 binding: C. elegans MEX-5 TCR-2 RNA binding activity; activity score (negative = inhibition of binding), % at 10 µM; AID 1832; Q9XUB2; 300,000 tested, 0.38% active; MEX-5/FITC-TCR2 RNA binding, fluorescence polarization; hits give low values;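 active means inhibition past about -25% in most replicates, and total fluorescence under double the plate's negative control median, limit read from the data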;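 further: 0% = DMSO and -100% = 5 µM competing unlabeled TCR2 RNA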
Target sequence (Q9XUB2 whole entry, looked up): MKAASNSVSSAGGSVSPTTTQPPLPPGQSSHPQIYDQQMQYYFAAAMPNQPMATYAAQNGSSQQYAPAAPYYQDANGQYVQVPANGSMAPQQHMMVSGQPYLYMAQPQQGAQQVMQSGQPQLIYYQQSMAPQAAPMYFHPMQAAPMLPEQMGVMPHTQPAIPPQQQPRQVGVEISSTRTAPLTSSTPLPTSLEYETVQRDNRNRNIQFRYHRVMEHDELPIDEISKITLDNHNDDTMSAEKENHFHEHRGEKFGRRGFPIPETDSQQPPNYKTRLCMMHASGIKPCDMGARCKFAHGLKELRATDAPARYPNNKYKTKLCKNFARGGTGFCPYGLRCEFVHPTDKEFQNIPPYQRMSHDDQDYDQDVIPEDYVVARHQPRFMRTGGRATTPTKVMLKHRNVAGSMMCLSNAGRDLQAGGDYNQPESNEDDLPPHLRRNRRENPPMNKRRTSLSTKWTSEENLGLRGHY
BCLXL inh: Bcl-xL (human) inhibition; GST-Bcl-xL / FITC-Bim BH3 peptide fluorescence polarization; 320,000 tested, 0.7% active; inhibition, % at 10.9 µM; Q07817; AID 2129;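 active means inhibition above the mean of all tested compounds plus 3 SD, cutoff set per campaign, cut at about 30% in these data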;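 further: 0% = DMSO wells and 100% = unlabeled Bim-BH3 peptide competitor; inhibitors lower millipolarization by displacing the labeled peptide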
GRK2 aptamer HTS: inhibitors of human GRK2 displacing RNA aptamer; bead flow cytometry, FAM-aptamer displacement from GRK2; inhibition of aptamer binding, % at 10 µM; 330,000 tested, 0.59% active;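 active means inhibition of aptamer binding above 40%, roughly 3 SD of noise, on plates passing a quality check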;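 further: median bead fluorescence of bound FAM aptamer so fluorescent compounds give negative values; no value below 0 was filed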
Fam108B counter: blocks mouse Fam108B hydrolase in RBBP9 counter-screen; recombinant Fam108B, FP-Rh probe fluorescence polarization; inhibition, % at 9.51 µM; 300,000 tested, 0.33% active; AID 1947;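 active means inhibition above the screen mean inhibition plus 3 SD, computed separately per campaign, cut at about 18% in these data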;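 further: inhibitors lower polarization as less probe binds the enzyme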
VLA-4 inh: inhibition in a human VLA-4 binding assay; P13612; AID 2557; VLA-4 expressing cells, ligand binding flow cytometry; 330,000 tested, 0.2% active; inhibition, % (about 7 µM as worked out from the volumes in the protocol); in the data active means inhibition above about 50%
Efflux pump mplx: antifungal efflux pump inhibition, Nile Red retention; S. cerevisiae Candida pump triplex; inhibition, % at 10 µM; 330,000 tested, 0.44% active;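 active means plate passing quality check with inhibition over a set limit, or well fluorescence over plate mean plus 4 SD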;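 further: Nile Red retained in pooled yeast measured as flow cytometry median fluorescence; 0% = buffer negative control and 100% = Enniatin B positive control; higher means more Nile Red kept so more efflux inhibition; some compounds called inactive have numbers as strong as hits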
MCL1-BIM inh: disrupts human MCL1 binding to BIM-BH3 peptide; 320,000 tested, 0.68% active; Q07820; GST-MCL1 / FITC-Bim-BH3 fluorescence polarization; inhibition, % at 10.9 µM;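 active means inhibition above the mean inhibition of all tested compounds plus 3 SD, set per campaign, cut at about 40% in these data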;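 further: 0% = DMSO wells and 100% = unlabeled Bim-BH3 peptide control; higher means more loss of mP so more displacement of Bim peptide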
PME-1 inh: PME-1 (human) inhibition. Q9Y570. recombinant PME-1, FP-Rh probe fluorescence polarization. inhibition, % at 5.9 µM. 320,000 tested, 0.53% active. AID 2130;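 active means inhibition above the campaign mean of all compounds plus 3 SD, cut at about 26% in these data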;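 further: competitive labeling of PME-1 active site by serine hydrolase directed probe; 0% = PME-1 with DMSO and 100% = wells lacking PME-1 enzyme; inhibitors block probe labeling so polarization falls and inhibition rises; many of its hits are not listed in these tables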
GLD-1 TGE inh: GLD-1-TGE RNA interaction inhibition (C. elegans) | inhibition, % at 5.96 µM | 320,000 tested, 0.44% active | purified GLD-1 + fluorescein TGE RNA, fluorescence polarization | Q17339;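 active means percent inhibition above a per-plate cutoff, the plate mean of test compounds plus 3 SD, cut at about 30% in these data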;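 further: 0% = DMSO wells with GLD-1 and probe and 100% = wells lacking GLD-1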
Target sequence (Q17339 whole entry, looked up): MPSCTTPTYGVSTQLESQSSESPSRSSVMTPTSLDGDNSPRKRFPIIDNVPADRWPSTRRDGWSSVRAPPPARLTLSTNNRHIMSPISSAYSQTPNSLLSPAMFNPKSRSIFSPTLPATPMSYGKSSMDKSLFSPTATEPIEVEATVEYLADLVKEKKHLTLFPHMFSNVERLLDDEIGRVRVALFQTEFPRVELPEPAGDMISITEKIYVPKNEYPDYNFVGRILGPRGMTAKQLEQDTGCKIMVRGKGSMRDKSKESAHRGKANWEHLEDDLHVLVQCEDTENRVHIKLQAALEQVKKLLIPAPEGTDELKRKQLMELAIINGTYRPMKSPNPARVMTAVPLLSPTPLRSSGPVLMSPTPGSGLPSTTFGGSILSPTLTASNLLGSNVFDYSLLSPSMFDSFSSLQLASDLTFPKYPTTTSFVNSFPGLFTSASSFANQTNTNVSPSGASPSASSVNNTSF
The depositor's hits bear a star; . = no result given. The list is partial (hit frequency here may not be typical).

SMILES	MEX-5 binding	BCLXL inh	GRK2 aptamer HTS	Fam108B counter	VLA-4 inh	Efflux pump mplx	MCL1-BIM inh	PME-1 inh	GLD-1 TGE inh
Cc1ccc2c(c1)N(CC(=O)NC1CCCC(C)C1C)C(=O)c1cccnc1O2 (stereo unspecified)	-1.9	-13	8	-5	1	0.6	-21	4	4
CN(CCCNC(=O)c1cn(C)c2ccc(S(=O)(=O)N(C)C)cc2c1=O)c1ccccc1	0.2	-1	2	3	4	0.1	-1	3	1
O=C(CNC(=O)c1ccco1)Nc1ccncc1	1.1	1	0	-1	7	0.1	3	7	4
Cc1noc(C)c1CSc1ccccc1C(=O)N1CCN(c2ccccc2)CC1	2.2	2	1	-1	6	0.1	5	6	4
Cc1ccc(S(=O)(=O)N2CCCCC2)cc1C(=O)N(C)CCOc1ccccc1	-0.8	0	0	4	-6	-1.4	-4	10	4
COc1cccc2c1cc1c(=O)n(CC(=O)NC3CCCCC3)nc(C)n12	1.6	0	2	1	9	-0.1	0	9	0
COc1ccc(N(CC(=O)N/N=C/c2ccc(N(C)C)cc2)S(=O)(=O)c2ccccc2)cc1	2.5	3	0	3	14	0.1	8	1	6
COc1ccc(N2CCN(C(=O)c3ccc(N(C)S(=O)(=O)c4ccc(C)cc4)cc3)CC2)cc1	-0.2	8	0	-4	-16	-0.1	-7	-4	5
CN1CCN(C(=O)c2ccc3c(c2)OCCO3)CC1	-0.2	3	2	-1	0	-0.1	3	-1	-5
COC(=O)C1=C(C)N(Cc2cccnc2)C(=O)C1	-1.4	13	0	1	-1	-0.2	7	-3	11
Cc1cccc(S(=O)(=O)Nc2ccc(-c3nc4ccc(C)cc4s3)cc2)c1	2.7	-6	3	-9	4	0.0	-6	-1	3
CC(=O)c1cc(-c2nc3ccccc3n2C)n(C)c1	-0.1	1	1	-1	6	0.0	0	-4	-3
Cc1cc(C(=O)N/N=C/c2ccncc2)c(C)o1	1.2	1	0	4	6	0.4	5	0	10
COc1cc(C)ccc1OCc1cc(C(=O)NCc2ccncc2)no1	0.5	2	2	1	-9	-0.1	-1	-6	7
COC(=O)[C@H]1Cc2c([nH]c3ccccc23)[C@H](c2ccccc2)N1	2.3	1	1	4	-4	-0.3	3	2	4
CCOc1ccc(NC(=O)CN(C)C(=O)COc2cccc3c2OC(C)(C)C3)cc1OCC	.	-8	98*	.	18	0.0	-9	-5	-3
Cc1ccccc1NC(=O)/C(C#N)=C\c1cn(CC(=O)O)c2ccccc12	0.3	1	2	-3	11	-0.1	-6	-3	-2
CN(C)S(=O)(=O)c1cccc(C(=O)N2CCc3ccccc32)c1	-1.7	3	0	-5	14	0.0	2	5	-2
Cc1cc(NC(=O)COC(=O)[C@H](Cc2c[nH]c3ccccc23)NC(=O)c2ccc(F)cc2)no1	1.1	1	1	-1	-1	0.0	-6	2	-1
CCOc1ccc(Nc2nc(N)c3ccccc3n2)cc1	1.6	.	0	.	-12	-0.1	.	.	.
Cn1cccc1Cc1nnc(SCC(=O)Nc2ccc(F)cc2)n1-c1ccc(F)cc1	-1.7	3	5	-1	5	0.1	2	-2	9
CCOc1ccc(N(C(=O)c2snc(C(N)=O)c2N)C(C(=O)NC2CCCC2)c2ccncc2)cc1 (stereo unspecified)	1.9	3	4	3	16	-0.7	-7	5	3
C/C(=N\NC(=O)c1cc(-c2cccs2)nc2ccccc12)c1ccccn1	1.4	0	0	-4	-6	-0.1	3	0	-2
COc1cccc(C(=O)NN2C(=S)N(c3ccccc3)C(=O)C2CC(N)=O)c1 (stereo unspecified)	-2.0	-3	1	-3	22	0.2	3	-4	-3
CONC(=O)Nc1ccccc1[N+](=O)[O-]	0.1	2	0	-8	2	0.1	5	3	0
Continued.
SMILES	MEX-5 binding	BCLXL inh	GRK2 aptamer HTS	Fam108B counter	VLA-4 inh	Efflux pump mplx	MCL1-BIM inh	PME-1 inh	GLD-1 TGE inh
O=C(CN1C(=O)S/C(=C\c2cccc(Cl)c2)C1=O)NC1C=CS(=O)(=O)C1 (stereo unspecified)	-1.4	4	0	1	12	-0.2	3	-2	4
COCCCNC(=O)CS(=O)(=O)Cc1nc(-c2ccccc2C)oc1C	1.4	-1	1	6	-1	-0.1	0	-2	-2
COc1ccc(N(C2CSC2)S(=O)(=O)c2ccccc2)cc1	-1.9	1	0	2	3	-0.1	5	2	-6
COc1ccc(NC(=O)c2cccnc2Nc2ccc(OC)cc2)cc1	4.0	3	0	0	1	-0.3	6	14	4
Cc1cccc(NS(=O)(=O)c2cccc(C(=O)N3CCCCCCC3)c2)c1	.	3	0	.	8	0.4	4	4	-4
CCOC(=O)C1CCCN(C(=O)c2cn(CC)c3ccc(S(=O)(=O)N4CCCC4)cc3c2=O)C1 (stereo unspecified)	.	0	0	1	2	-0.1	-2	7	5
c1ccc(CNc2nc(-c3cccs3)nc3ccccc23)nc1	-1.5	2	1	2	25	0.0	-4	0	6
Cc1cccc(NC(=O)C2CCN(S(=O)(=O)c3c(C)noc3C)CC2)c1	-0.6	7	0	0	10	0.4	7	0	2
CCOc1ccc2nc(NCCCNC(=O)c3cc(OC)c(OC)c(OC)c3)c(C#N)cc2c1	-0.6	26	3	-3	0	0.0	26	-2	18
COc1ccc(N(C(=O)c2cccc([N+](=O)[O-])c2)S(=O)(=O)c2ccc3c(c2)n(C)c(=O)n3C)cc1	0.6	0	0	9	-10	0.2	9	-3	8
C=CCC[C@H](Cc1ccc(F)cc1)C(=O)OC[C@@H](Cc1c[nH]c2ccccc12)NC(=O)[C@@H](CC=C)CC(=O)N[C@@H](CO)Cc1ccccc1	.	.	3	.	1	0.2	.	.	2
Cc1ccc(Cl)c(OCCCN(C)Cc2ccccc2)c1	-1.0	4	0	5	-8	0.1	1	-1	2
OC(CNC1CCCC1)COCCOc1ccc(Br)cc1 (stereo unspecified)	3.2	4	0	2	-5	-0.1	8	0	8
CS(=O)(=O)c1ccc(S(=O)CC(=O)Oc2ccc(Cl)cc2)c([N+](=O)[O-])c1 (stereo unspecified)	-1.9	9	0	0	20	-0.1	8	1	5
COc1ccc(Nc2nc(C)c3ccccc3n2)cc1	2.7	6	0	2	-18	-0.1	2	3	-3
O=C(c1ccc(F)cc1)N1CCC(C(=O)N2CCN(S(=O)(=O)c3cccc(F)c3)CC2)CC1	-0.2	-4	1	-3	1	0.1	-7	-1	1
O=C(O/N=C\c1ccc(N2CCCCC2)c([N+](=O)[O-])c1)c1cccc(C(F)(F)F)c1	1.0	6	0	4	0	0.1	0	5	2
Cn1c(=O)n(CC(N)=O)c2ccccc21	0.4	6	4	7	3	-0.1	6	-7	7
C[C@]1(CC/C(=C/CO)CO)[C@H](CO)CC[C@@]23COC(=O)C2=CCC[C@@H]31	.	3	0	-1	7	0.0	-6	-5	-4
Cc1cccc(-c2c(O)cc(=O)[nH]c2Cl)c1	0.8	6	3	0	-4	-0.6	7	4	3
CC(=O)C[C@@H](O)CC(=O)[C@H]1OC(=O)[C@H](C)C/C=C\Cc2ccccc21	.	.	2	.	4	-0.2	.	.	1
Cc1ccc(OC(C)C(=O)N2CCc3ccccc32)cc1 (stereo unspecified)	.	0	0	-3	7	0.3	3	-2	-2
CCOc1ccc(S(=O)(=O)N(CC(=O)NCc2cccnc2)c2ccc(C)cc2)cc1	-1.2	-1	0	-7	-23	0.0	3	-1	3
Cc1ccccc1Cn1ccc(NC(=O)c2nn3cccnc3c2Cl)n1	2.1	5	0	-1	26	0.3	7	-1	-1
O=C(O)[C@@H](c1ccccc1)N1Cc2ccccc2C1=O	1.2	0	4	1	8	0.0	-3	7	4
Further entries.
SMILES	MEX-5 binding	BCLXL inh	GRK2 aptamer HTS	Fam108B counter	VLA-4 inh	Efflux pump mplx	MCL1-BIM inh	PME-1 inh	GLD-1 TGE inh
Cc1cc(NC(=O)CCC(=O)N(Cc2ccco2)C(C(=O)NCC2CCCO2)c2ccncc2)no1 (stereo unspecified)	-3.6	-3	0	1	2	0.1	2	1	-4
COC(=O)Cc1csc(NC(=O)CSc2nnc3ccccn23)n1	-0.5	3	2	-2	0	0.1	3	-4	10
O=C(CN(C(=O)CNS(=O)(=O)c1ccc(F)cc1)c1cccc(F)c1)NCC1CCCO1 (stereo unspecified)	2.1	6	0	0	7	0.2	10	-5	1
Cc1ccc(C(=O)N/C(=C\c2ccccc2)C(=O)OCc2ccccc2)cc1	.	7	1	-8	0	0.2	12	0	-2
O=C(NCC1CCCN(C2Cc3ccccc3C2)C1)c1cccs1 (stereo unspecified)	2.2	4	4	-1	-2	0.3	0	-13	1
Cc1ccc(N2C(=O)[C@@H]3[C@H](C2=O)C2c4ccccc4C=CN2[C@@H]3C(=O)c2ccco2)c(C)c1 (stereo partly specified)	4.7	73*	1	-15	-8	0.2	63*	5	62*
CC12CCCC[C@@H]1CCC1C2CCC2(C)C1CC[C@@]2(O)CNCCO (stereo partly specified)	0.3	7	0	0	4	-0.2	2	3	-4
CCOC(=O)N=Nc1c(O)n(CC(=O)OC)c2ccccc12	-1.6	3	1	-1	0	0.1	8	-2	4
C=CCn1c(=N)c(C(=O)NCCCOC)cc2c(=O)n3cccc(C)c3nc21	-3.8	13	4	-1	14	0.1	12	2	7
COC(=O)c1ccc2c(c1)N(C)CCS2	1.4	5	0	-1	-15	-0.2	5	4	0
Cc1csc(=NC(=O)c2ccccc2)n1C	-0.3	-1	6	-5	-4	-0.1	-2	1	2
COc1ccc(OC)c(CCNC(=O)C(C)n2nc(C)c3c(C)n(-c4ccc(C)cc4)nc3c2=O)c1 (stereo unspecified)	-1.9	4	1	14	-6	0.1	0	-6	3
CC(O)(c1ccccc1)C(c1ccccc1)C1CCCCN1 (stereo unspecified)	0.6	-4	0	0	-13	0.2	0	0	5
Cc1ccc(CNC(=O)CCC(=O)N2CC(C)Oc3ccc(Cl)cc32)cc1 (stereo unspecified)	0.1	3	1	-1	-5	-0.2	4	2	3
O=C(CN(Cc1ccccc1Cl)C(=O)c1csnn1)NC1CCCC1	0.0	3	0	6	10	0.3	5	-1	-7
O=C(Oc1cncc(Cl)c1)c1sccc1Cl	-2.3	-2	2	1	7	0.1	0	0	7
O=C1CSC(=S)N1/N=C/c1c(F)cccc1F	-4.1	9	0	-3	0	-0.2	10	-1	6
CCC1Sc2ccccc2N(CC(=O)NCc2ccccc2OC)C1=O (stereo unspecified)	1.1	-5	2	-2	-4	-0.1	2	-7	6
C=CCn1c(-c2ccccc2)cc(SC)c(C#N)c1=O	0.6	-8	2	-6	1	0.1	-7	-3	0
O=C(NC1CCCCC1)C(c1ccc2ncccc2c1)N(Cc1ccc(F)cc1)C(=O)c1ccc2c(c1)OCCO2 (stereo unspecified)	2.9	4	48*	-1	16	0.1	1	-4	4
O=C(O)c1ccccc1S(=O)(=O)NCC(O)COc1ccc(Br)cc1 (stereo unspecified)	-0.7	4	1	-2	-4	0.1	4	6	-4
O=C(CN1CCCN(Cc2ccc(F)cc2Cl)C1=O)NC1CCCCCC1	-0.8	4	1	-1	-12	0.2	7	4	-1
N#Cc1ccccc1NC(=O)Nc1ccccc1	3.4	10	1	-2	1	0.3	6	6	-5

Retrieved one by one from the entries so far, 3 records:
SMILES	MEX-5 binding	BCLXL inh	GRK2 aptamer HTS	Fam108B counter	VLA-4 inh	Efflux pump mplx	MCL1-BIM inh	PME-1 inh	GLD-1 TGE inh
O=C(NCC1CCCN(C2Cc3ccccc3C2)C1)c1cccs1 (stereo unspecified)	2.2	4	4	-1	-2	0.3	0	-13	1
COC(=O)Cc1csc(NC(=O)CSc2nnc3ccccn23)n1	-0.5	3	2	-2	0	0.1	3	-4	10
O=C(Oc1cncc(Cl)c1)c1sccc1Cl	-2.3	-2	2	1	7	0.1	0	0	7
